ST2 inh: IL1RL1 inhibition; AlphaLISA ST2-Fc/biotin-IL-33 interaction, 1 h; inhibition, % for hits at 17 µM; 78,000 compounds, 2.3% hits; AID 1259354; in the data active = inhibition above about 30%; inconclusive = mostly about 10% to 28%
Target sequence (Q01638 whole entry, looked up): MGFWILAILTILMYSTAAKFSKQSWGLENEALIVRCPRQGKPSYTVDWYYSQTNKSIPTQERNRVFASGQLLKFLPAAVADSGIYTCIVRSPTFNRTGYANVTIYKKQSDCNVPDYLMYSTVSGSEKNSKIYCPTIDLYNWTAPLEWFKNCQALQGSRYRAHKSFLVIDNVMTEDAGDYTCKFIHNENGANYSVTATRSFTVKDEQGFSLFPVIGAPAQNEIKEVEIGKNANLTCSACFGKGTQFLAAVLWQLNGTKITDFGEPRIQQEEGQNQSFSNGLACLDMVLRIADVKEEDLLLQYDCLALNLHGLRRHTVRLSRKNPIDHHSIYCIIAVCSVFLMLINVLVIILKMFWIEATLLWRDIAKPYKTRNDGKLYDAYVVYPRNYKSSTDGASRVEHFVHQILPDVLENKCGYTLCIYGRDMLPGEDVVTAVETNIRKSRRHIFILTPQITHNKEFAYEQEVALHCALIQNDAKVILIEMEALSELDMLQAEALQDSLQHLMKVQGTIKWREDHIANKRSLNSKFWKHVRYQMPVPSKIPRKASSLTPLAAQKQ
* = called active by the depositor; i = inactive; ? = inconclusive; ! = repeats disagree.

SMILES	ST2 inh
OCC1(Cc2ccccc2C(F)(F)F)CCN(c2ccc(Cl)cn2)CC1	i
CCCC1COCCN1Cc1ccc(C(=O)Nc2c(C)cnn2C)cc1 (stereo not given)	i
Cc1nn2cc(Cn3ccnc3-c3nc[nH]c3C)nc2s1	i
O=C(NC1CCC(n2cnnc2)CC1)c1cn2ccsc2n1 (stereo not given)	i
COc1ccc(CC(=O)NCC2CCCN(Cc3cn(C)c4ccccc34)C2)cc1 (stereo not given)	i
COC(=O)c1c(C(=O)c2ccc(F)cc2)[nH]c2ccccc12	?
COc1ccccc1-c1cc(=O)c2ccccc2o1	i
COc1cc(NC(=O)c2cc(-c3cccs3)on2)cc(OC)c1OC	?
CCN1CCN(C(=O)C2CCN(S(=O)(=O)c3cccc4cccnc34)CC2)CC1	i
Cc1[nH]c(C)c(S(=O)(=O)NCCc2ccc(S(N)(=O)=O)cc2)c1C(=O)N1CCCC1	?
COc1ccc(C2SCCN2S(=O)(=O)c2ccc([N+](=O)[O-])cc2)cc1OC (stereo not given)	i
CCOc1ccc(/C=C2/OC(=O)c3c2cc(C)[nH]c3=O)cc1OC	51.0%*
CSc1nnc2c(n1)OC(C)N(C(C)=O)c1ccccc1-2 (stereo not given)	i
O=C(Nc1cccc(F)c1)c1cc2ccccc2oc1=O	i
COc1ccc(OC)c(S(=O)(=O)N2CCN(c3cc(-c4ccccc4C)ncn3)CC2)c1	i
O=C(c1cccc(I)c1)n1nnc2ccccc21	i
Cc1cc(NC(=O)C2CCN(S(=O)(=O)c3c(C)noc3C)CC2)ccc1Br	i
Cc1csc(CN(C)c2ccc(C(=O)NCCC3CCCCN3C)cn2)n1 (stereo not given)	?
O=C(Nc1ccc(Br)cn1)c1ccc(-c2ccc(Cl)cc2)o1	?
FC(F)(F)c1cc(-c2cccs2)nc(N2CCCCC2)n1	i
CCn1c2c(c3cc(C(C)(C)C)ccc31)CCCC2=O	i
Cc1ccc(C(=O)NC(Nc2ccccc2C)C(Cl)(Cl)Cl)cc1 (stereo not given)	i
CC(=O)Nc1c(Cl)c(Cl)c(NC(C)=O)c2n[nH]nc12	i
O=C(CN1CCN(Cc2ccc(Cl)cc2)C1=O)NCC1CCCO1 (stereo not given)	i
CSc1nnc2c(n1)OC(c1ccc(C(=O)O)cc1)Nc1ccccc1-2 (stereo not given)	i
O=[N+]([O-])c1ccc(NC2OC(CO)C(O)C2O)cc1 (stereo not given)	i
CO[C@H](c1ccccc1)c1n[nH]c(Cc2ccccc2)n1	i
Cc1cc2nc(CSc3cccc(Cl)c3)cc(=O)n2o1	i
O=C(CCC1CCN(C(=O)C2CC=CCC2)CC1)NCc1cccnc1 (stereo not given)	i
O=C(NC1CCCC1)c1ccc2c(c1)ncn2C1CCCCCC1	i
COc1cccc(CNC2CC(C)(C)Cc3nc(C(C)(C)C)ncc32)c1 (stereo not given)	i
Cc1ccccc1NC(=O)CC(=O)NCc1ccc2nonc2c1	i
COc1ccccc1-n1c(C)c(C(C)=O)c(C(C)=O)c1C	?
CCCc1cc(C(=O)N2CCC3(CCCN(CCOC)C3=O)C2)no1 (stereo not given)	i
CN(C)CCNC(=O)CSc1cc(=O)n(C)c2cc(Cl)ccc12	i
COc1cc2c(=O)n(Cc3ccc(C(=O)NC(C)C)cc3)c(=O)n(CC(=O)NC(C)C)c2cc1OC	i
OCc1ccccc1-c1nccc(CCC(F)(F)F)n1	?
O=C(CCS(=O)(=O)c1cccc2nsnc12)NCc1ccccc1Cl	i
COc1cc(-c2nc3ccccc3c(=O)[nH]2)cc(OC)c1OC	i
O=C(CN1CCCC1=O)N1CCC(CO)(Cc2ccccc2)CC1	i
Cc1cccc(CN(C(=O)C(=O)N2CCCC2)C(C)C)c1	i
Cc1ccccc1C(=O)N1CCN(c2ccc([N+](=O)[O-])c(N3CCOCC3)c2)CC1	i
O=C(C1CCCO1)N1CCC(NCCCn2ccc3ccccc32)CC1 (stereo not given)	?
N#Cc1ccccc1CSc1nc2c(sc3ccccc32)c(=O)n1CCO	i
C=CCNC(=O)c1cccnc1N1CCN(Cc2ccncc2Cl)CC1	?
O=C(NCc1cccs1)c1ccc(F)cc1	i
Cc1ccc(-c2csc(/C(C#N)=C/c3ccc(Br)o3)n2)c(C)c1	60.0%*
O=C(NCc1cccnc1)c1cc(-c2ccc(Cl)cc2)on1	i
CS(=O)(=O)c1ccc2nc(NC(=O)CCCc3ccccc3)sc2c1	i
CCC(C)N1C(=O)CCC1C(=O)N1CCN(c2ccccc2F)CC1 (stereo not given)	i
CC(C(=O)N1CCCc2c1c(=O)oc1ccc(O)cc21)N1CCCCCC1 (stereo not given)	?
CCOC(=O)c1[nH]ncc1-c1c(-c2ccccc2)ncn1C1CC=CC1	?
CC(=O)Nc1ccc(C2=N/C(=C/c3cc([N+](=O)[O-])ccc3Cl)C(=O)O2)cc1	i
COc1ccccc1N1CCN([C@@H]2[C@H](O)[C@H](CO)O[C@@H]2CNC(=O)c2cccc(F)c2)CC1	i
O=C(Nc1ccc(Cl)cc1)Nc1ccc2n(c1=O)C[C@H]1C[C@@H]2CN(C(=O)Cc2cccs2)C1	i
O=C(Nc1cccc2c1C(=O)c1ccccc1C2=O)c1cccc(C(F)(F)F)c1	?

Next section
SMILES	ST2 inh
Cc1ccc(-c2nc3ncccc3o2)cc1NC(=O)c1ccc(Br)cc1	i
CCOc1ccc(S(=O)(=O)Nc2ccccc2F)c2cccnc12	i
O=C(c1ccc(Cl)cc1[N+](=O)[O-])N1CCCCC1	i
Cc1c(C(=O)Nc2ccc(S(N)(=O)=O)cc2)oc2ccccc12	?
Clc1cc(N2CCOCC2)nc(N2CCOCC2)n1	i
COc1ccc(C2Nc3ccccc3NC3=C2C(=O)CC(c2ccccc2Cl)C3)cc1O (stereo not given)	i
CNC(=O)C1CCC(Cn2c(=O)c3sccc3n(CC(=O)Nc3cccc(OC)c3)c2=O)CC1 (stereo not given)	i
O=C(CSc1c2c(nc3cc(Cl)ccc13)CCCC2)NCc1ccc2c(c1)OCO2	i
COc1ccc(CC2CN(C(=O)c3cc(C)oc3C)CCO2)cc1 (stereo not given)	i
O=C(NCc1cccs1)c1ccccc1Br	i
C=CCN(Cc1ccc(F)cc1)C(=O)c1c(C)nn(CC)c1C	?
COc1ccc(C(C#N)N2N=C(c3ccccc3)CC2c2ccccc2)cc1OC (stereo not given)	?
COc1ccc(N2C(=O)C3CCCN3C2c2cccc(C)c2)cc1Cl (stereo not given)	?
C[C@@H]1CN(c2nc3nonc3nc2NCc2ccccc2)C[C@H](C)O1	?
Cc1ccc(CNC(=O)CCC(=O)O)cc1	i
O=C1N=c2ccccc2=C1c1c(O)n(-c2cccc(Br)c2)[nH]c1=O	?
CCCC1=NS(=O)(=O)c2ccccc2N1	?
CCOc1cccc(-c2nc3ccccc3c(=O)o2)c1	i
COc1ccc(Br)cc1S(=O)(=O)n1nc(C)cc1C	i
COc1ccc2c(c1OC)C(=O)N1c3ccccc3N=C(c3ccc(C)cc3)CC21 (stereo not given)	?
CCOC(=O)C1C(=O)C=C(c2ccco2)CC1c1ccccc1OC (stereo not given)	i
CCCc1cc(Cn2ccnc2-c2ccc(F)c(F)c2F)on1	?
O=C(CC12CC3CC(CC(C3)C1)C2)NCCS(=O)(=O)N1CCCC1	?
CCOc1ccc2cc(-c3nnc(-c4cccc(OC)c4)o3)c(=O)oc2c1	i

The list continues:
mol,ST2 inh
COc1ccc2cc(C(N)=O)c(=Nc3ccc(C)cc3)oc2c1,i
COc1ccc(Nc2cc(C)nc(Nc3ccc(NC(=O)C4CCCCC4)cc3)n2)cc1,34.0%*
COc1ccccc1-n1cc(C(=O)N2CCCC(O)(CN(C)C)CC2)cn1 (stereo not given),?
COC(=O)C1C(=O)C2=C(CC1C)NC(C)=C(C(=O)OC(C)C)C2c1ccc(O)c(OC)c1 (stereo not given),i
COCCn1c(-c2ccccn2)nc2cc(NC(C)=O)cc(C(=O)N3CCN(C(C)C)CC3)c21,i
NS(=O)(=O)c1ccc(CCNC(=O)CN2CCSc3ccccc32)cc1,i
CCN(CC)Cc1cnc2c(C(=O)NC3CCCCC3)cnn2c1,?
COc1cc(-c2nc3c(cnn3-c3ccccc3)c(=O)[nH]2)cc(OC)c1OC,?
COc1cccc(Cn2c(CNC(=O)C3CC3)nc3cccnc32)c1,i
CN1CCC(N(C)Cc2cccc([N+](=O)[O-])c2)CC1,i
CC(=O)NC(C(=O)N1CCc2c(cnc(C)c2CNC(=O)c2ccsc2)C1)C(C)C (stereo not given),i
COc1ccc(S(=O)(=O)N(CC(=O)Nc2cccc(F)c2)c2ccccc2)cc1,?
COc1ccc(Cn2c(CNS(=O)(=O)c3c(C)cc(C)cc3C)nc3cccnc32)cc1,i
CC[C@H]1CN(C(=O)c2ccccc2)CC[C@H]1CC(=O)NCc1ccc(OC)cc1,i
O=C1C(=Nc2cccc(F)c2)c2ccccc2N1CN1CCN(c2ccccc2)CC1,i
COc1cc(OC)c(NC(=O)COc2ccc(Cl)c(C)c2)cc1Cl,i
COc1ccc(OC)c(C2CC(c3ccc(C)cc3)=NN2C(=O)CCC(=O)O)c1 (stereo not given),i
CN(C)S(=O)(=O)N1CCC(N2CCCC(C(=O)N3CCOCC3)C2)CC1 (stereo not given),?
Cc1c(NC(NC(=O)c2cccs2)C(Cl)(Cl)Cl)c(=O)n(-c2ccccc2)n1C (stereo not given),i
COc1cc(S(=O)(=O)Nc2cccc(C)c2)ccc1NC(=O)c1ccncc1,?
O=C(c1ccccn1)N1C[C@@H]2OCC(=O)N(Cc3ccccn3)[C@@H]2C1,i
Cc1ccc(-n2nc3c(c2NC(=O)c2ccc(Br)cc2)CSC3)cc1,i
O=C(Cn1c(=O)c2sccc2n(CC(=O)Nc2ccccc2)c1=O)NCc1ccco1,?
CC(=O)c1ccc(NC(=O)c2cccnc2)cc1,i
CCC(C)NC(=O)C1CCCN(S(=O)(=O)CC)C1 (stereo not given),i
COc1ccc([N+](=O)[O-])cc1NC(=O)c1ccccc1,i
CC(C)c1noc([C@@H]2C[C@H](NC(=O)Nc3ccccc3)CN2C)n1,i
c1ccc(Nc2c(-c3ccccc3)nc3cnccn23)cc1,i
Cc1cccn2c(CC(=O)NCCN(C)S(C)(=O)=O)cnc12,i
COC(=O)c1ccc(S(=O)(=O)N2CCc3c(ncnc3N(C)C)C2)n1C,i
C=CCNC(=O)N[C@H]1CCN2C(=O)c3ccccc3NC(=O)[C@@H]2C1,?
COc1ccc(CNc2nc(-c3ccc(OC)cc3)cc(C(F)(F)F)n2)cc1,i
NC(=O)CO[C@@H]1CO[C@H]2[C@@H]1OC[C@@H]2NC(=O)Nc1ccccc1,?
CCOC(=O)C1(CCCc2ccccc2)CCN(C2CCSC2)CC1 (stereo not given),?
O=C(Nc1ccc2c(c1)OCO2)c1noc2c1CCCC2,?
c1ccc(CN2CCN(Cc3ccccc3)C2c2ccco2)cc1,i
Cc1nc2c(C(=O)N3CCCN(CC4CC4)C(C(C)C)C3)cccc2[nH]1 (stereo not given),?
COc1ccccc1-n1c(SCC(=O)Nc2ccccc2)nc2c(c1=O)SCC2,35.0%*!
COc1ccc(-c2cc(N3CCN(S(=O)(=O)Cc4ccccc4)CC3)ncn2)cc1OC,i
COc1ccc(NC(=O)c2noc3c2CC(C(C)(C)C)CC3)cc1 (stereo not given),i
CS(=O)(=O)c1ccc2nc(NC(=O)CCN3C(=O)c4ccccc4C3=O)sc2c1,?
CCCCC(=O)Nc1ccc(C(=O)O)cc1NC(=O)CCCC,i
CC(=O)c1c(OC(=O)c2ccccc2Cl)ccc2c(C)cc(=O)oc12,i
CCN1CCN(C(=O)CSc2cc(=O)n(C)c3cc(Cl)ccc23)CC1,?
Cc1ncc(-c2ccc(Br)cc2)cn1,i
CCC(=O)NCCc1nc2ccccc2n1C,i
CC(=O)c1ccc(OCC(C)C)c(CN2CCCCC2)c1,?
CCOc1ccc(-c2cnc(-c3ccncc3)[nH]2)cc1OCC,?
CC(=O)Nc1ccc(NS(=O)(=O)c2ccccc2[N+](=O)[O-])cc1,?
O=C1CC(c2cccs2)CC2=C1C(c1ccc(Cl)c(Cl)c1)Nc1ccccc1N2 (stereo not given),?
Cc1nc2cc(OCc3cc(C(=O)N(C)CC4Cc5ccccc5O4)no3)ccc2s1 (stereo not given),i
COc1ccc(-c2noc(-c3ccc(OC)cc3)n2)cc1,i
CCC(C)(C)C1CCC2(CC1)SCC(=O)N2c1ccc(F)cc1 (stereo not given),i
COc1ccc2cc3cc(C(=O)Nc4ccc(OC)c(Cl)c4)oc3nc2c1,31.0%*

An excerpt; the hit share may differ from the screen's.
